14-3-3 Bad PPI = disrupts binding of bovine 14-3-3 zeta to phospho-Bad peptide. P63103. inhibition, % at 21.7 µM. AID 781. TR-FRET 14-3-3zeta/Dy647-pBad peptide displacement, 1 h. actives 0.71% (n = 220,000);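 active = inhibition above about 70%, limit read from the data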;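 also: 0% = full 14-3-3 plus peptide FRET controls and 100% = background without 14-3-3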
Hck Nef HTS = human Hck-Nef kinase inhibition. actives 0.68% (n = 220,000). P08631. inhibition, % at 20 µM. Recombinant Hck-YEEI plus Nef, Z-Lyte FRET kinase assay;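 active = Hck-Nef kinase inhibition above about 50%, limit read from the data; inactive = inhibition below that limit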;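 also: 0% = DMSO with Hck plus Nef and 100% = Hck alone without Nef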
L929 necroptosis = L929 zVAD cell death inhibition. L929 zVAD necroptosis rescue, ATP luminescence, 24 h; with zVAD 60 µM. viability rescue, % at 10 µM. actives 0.38% (n = 220,000). AID 1377;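 active = activation, scaled between plate controls, above about 75%, limit read from the data; inactive = activation under that limit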;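 also: 0% = zVAD with DMSO and 100% = DMSO alone without zVAD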
Tb hexokinase = blocks Trypanosoma brucei hexokinase 1 activity; inhibition, % at 10 µM; recombinant TbHK1, G6PDH-coupled NADH A340; actives 0.11% (n = 220,000);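 active = inhibition of 50% or more in the single-dose primary screen; inactive = inhibition below 50%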
Rad51 HR inh = blocks human Rad51 in homologous recombination; Q06609; hRad51 DNA strand exchange, fluorescence dequenching; inhibition, % at 10 µM; actives 0.085% (n = 200,000); AID 1385;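 active = inhibition above 40% at the single screening dose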;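 also: 0% = DMSO control wells and 100% = blanks with heterologous ssDNA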
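Material: human Rad51–ssDNA filaments; Probe or stimulus: labelled 47-mer dsDNA for strand exchange; Doses: single 10 µM dose; Incubation: 37 °C 15-min filament assembly, 30-min compound preincubation, 15-min exchange; Technique: FRET fluorescence dequenching, excitation 485 nm, emission 520 nm; Measure: Fluorescence-based percent inhibition, control- and blank-normalised; Benchmarks: plate control and blank wells.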
PGE2 EP2 inh = blocks the human prostaglandin E2 receptor EP2; actives 0.52% (n = 260,000); C6 glioma cells expressing human EP2, cAMP TR-FRET; cells stimulated with saturating PGE2; inhibition, % at 25 µM;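 active = percent inhibition above 40 after rounding to a whole number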;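 also: rat C6 glioma host cells with rolipram phosphodiesterase inhibitor present; the protocol text gives 20 µM as final concentration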
eIF4E-4G inh = blocks eIF4E binding to eIF4G; P63073+Q04637; inhibition, % at 21.7 µM; TR-FRET eIF4E-eIF4GI(517-606) binding, 2 h; actives 0.37% (n = 220,000); AID 782;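 active = inhibition above about 30%, limit read from the data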;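 also: 0% = full FRET control wells and 100% = background wells lacking eIF4GI fragment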
Target sequence (P63073 whole entry, looked up, the tested form may be a part): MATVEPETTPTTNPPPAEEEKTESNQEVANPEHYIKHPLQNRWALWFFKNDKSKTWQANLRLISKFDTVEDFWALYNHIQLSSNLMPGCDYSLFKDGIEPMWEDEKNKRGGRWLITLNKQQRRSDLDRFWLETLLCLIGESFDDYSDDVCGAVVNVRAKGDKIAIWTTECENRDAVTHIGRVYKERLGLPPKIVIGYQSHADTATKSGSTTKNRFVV
Target sequence (Q04637 whole entry, looked up, the tested form may be a part): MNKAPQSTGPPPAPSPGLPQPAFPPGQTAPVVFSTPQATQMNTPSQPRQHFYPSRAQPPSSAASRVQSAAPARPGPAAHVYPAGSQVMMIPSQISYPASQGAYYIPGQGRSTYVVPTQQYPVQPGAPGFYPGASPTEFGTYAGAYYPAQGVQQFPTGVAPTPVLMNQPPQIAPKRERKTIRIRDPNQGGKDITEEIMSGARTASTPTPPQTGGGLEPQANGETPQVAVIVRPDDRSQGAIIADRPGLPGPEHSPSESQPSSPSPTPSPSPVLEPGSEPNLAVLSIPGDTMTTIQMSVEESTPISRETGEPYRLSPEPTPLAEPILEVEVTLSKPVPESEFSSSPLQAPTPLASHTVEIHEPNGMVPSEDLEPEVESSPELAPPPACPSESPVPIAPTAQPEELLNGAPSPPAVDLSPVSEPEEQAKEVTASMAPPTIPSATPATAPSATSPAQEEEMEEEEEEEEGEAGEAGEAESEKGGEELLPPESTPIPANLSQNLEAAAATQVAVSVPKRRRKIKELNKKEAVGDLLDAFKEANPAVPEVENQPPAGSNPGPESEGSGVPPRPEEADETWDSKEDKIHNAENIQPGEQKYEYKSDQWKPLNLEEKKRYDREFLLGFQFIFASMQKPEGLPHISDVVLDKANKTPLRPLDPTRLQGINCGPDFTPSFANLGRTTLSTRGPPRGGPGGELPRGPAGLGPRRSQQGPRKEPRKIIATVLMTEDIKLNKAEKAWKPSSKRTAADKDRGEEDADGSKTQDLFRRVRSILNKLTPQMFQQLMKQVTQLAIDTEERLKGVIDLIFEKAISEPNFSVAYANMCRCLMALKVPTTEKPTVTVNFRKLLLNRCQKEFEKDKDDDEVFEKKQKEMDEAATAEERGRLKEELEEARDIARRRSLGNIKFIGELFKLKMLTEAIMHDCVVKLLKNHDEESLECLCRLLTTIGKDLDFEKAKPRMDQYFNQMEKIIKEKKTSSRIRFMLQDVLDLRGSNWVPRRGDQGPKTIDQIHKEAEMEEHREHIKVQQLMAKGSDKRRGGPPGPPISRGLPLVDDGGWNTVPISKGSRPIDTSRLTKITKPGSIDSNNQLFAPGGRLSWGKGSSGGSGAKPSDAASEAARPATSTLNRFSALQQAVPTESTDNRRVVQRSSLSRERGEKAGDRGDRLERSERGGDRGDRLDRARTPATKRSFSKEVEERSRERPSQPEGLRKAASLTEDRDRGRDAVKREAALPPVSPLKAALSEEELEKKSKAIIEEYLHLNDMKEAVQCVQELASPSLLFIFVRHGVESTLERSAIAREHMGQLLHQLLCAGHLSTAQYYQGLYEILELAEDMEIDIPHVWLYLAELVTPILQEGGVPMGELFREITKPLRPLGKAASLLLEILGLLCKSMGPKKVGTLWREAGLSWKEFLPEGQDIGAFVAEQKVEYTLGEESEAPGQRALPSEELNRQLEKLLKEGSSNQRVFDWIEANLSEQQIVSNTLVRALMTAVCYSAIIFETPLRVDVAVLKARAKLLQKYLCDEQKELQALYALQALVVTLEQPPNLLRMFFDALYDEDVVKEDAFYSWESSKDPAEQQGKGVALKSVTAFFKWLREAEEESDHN
m-calpain inh = calpain II (pig) inhibition; purified calpain II, fluorogenic peptide substrate, 30 min; inhibition, % at 16 µM; actives 0.37% (n = 220,000);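 active = inhibition above about 50%, limit read from the data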
EP2 modulator = modulates human prostaglandin E2 receptor EP2 signaling; EP2-expressing cells, cAMP HTRF FRET, PGE2 co-stimulation; P43116; induction, % at 25 µM; actives 0.83% (n = 260,000);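 active = compounds whose cAMP rise, as percent of the full-agonist control response, exceeds 60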;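 also: rat C6 glioma line stably carrying human EP2 under a CMV promoter; the protocol text gives 20 µM as final concentration; 100% = response of wells given 1 µM PGE2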
The depositor's hits bear a star; [ ] = dose if it differs, or a comment. Only part of the results is shown (hit frequency here may not be typical).

`O=C(COC(=O)c1ccco1)Nc1ccc(Br)cc1` gave 14-3-3 Bad PPI -2, Hck Nef HTS -2, L929 necroptosis -0.5, Tb hexokinase 4, Rad51 HR inh 1, PGE2 EP2 inh 7, eIF4E-4G inh 0, m-calpain inh -33 and EP2 modulator 12.
Screening O=C(Nc1nccs1)c1cn(-c2ccccc2)nc1-c1ccncc1 returned 14-3-3 Bad PPI 29, Hck Nef HTS -7, L929 necroptosis 11, Tb hexokinase -5, Rad51 HR inh 10, PGE2 EP2 inh 7, eIF4E-4G inh -4, m-calpain inh -96 and EP2 modulator -12.
COCc1cc(=O)n2[nH]c(-c3ccco3)cc2n1 was read as 14-3-3 Bad PPI 5, Hck Nef HTS -3, L929 necroptosis 1.6, Tb hexokinase -11, Rad51 HR inh 1, PGE2 EP2 inh 7, eIF4E-4G inh 2, m-calpain inh -28 and EP2 modulator -7.
Screening CCCCOc1ccc(C(=O)N2CCCC2C(=O)O)cc1 (stereo not given) returned 14-3-3 Bad PPI 11, Hck Nef HTS -4, L929 necroptosis 1.7, Tb hexokinase 2, Rad51 HR inh -2, PGE2 EP2 inh 10, eIF4E-4G inh -3, m-calpain inh -19 and EP2 modulator -14.
For Cc1ccc2c(c1)C1(SCCS1)C(=O)N2 the results were 14-3-3 Bad PPI -12, Hck Nef HTS 1, L929 necroptosis -0.2, Tb hexokinase -5, Rad51 HR inh -1, PGE2 EP2 inh 5, eIF4E-4G inh -3, m-calpain inh 29 and EP2 modulator 6.
For O=C(COC(=O)c1cc(-c2cccs2)nc2ccccc12)NCc1ccco1 the results were 14-3-3 Bad PPI -4[fluorescence artefact?], Hck Nef HTS 25, L929 necroptosis 1.8, Tb hexokinase -9, Rad51 HR inh -14, PGE2 EP2 inh 18, eIF4E-4G inh 4[fluorescence artefact?], m-calpain inh inactive and EP2 modulator 0.
Screening COc1ccc(OC)c(NC(=O)NCc2ccc(F)cc2)c1 returned 14-3-3 Bad PPI 21[fluorescence artefact?], Hck Nef HTS 1, L929 necroptosis 0.3, Tb hexokinase 1, Rad51 HR inh -1, PGE2 EP2 inh 14, eIF4E-4G inh 1, m-calpain inh 21 and EP2 modulator -2.
Screening COC(=O)C1=C(C)N(c2cccc(Cl)c2)C(=O)C1 returned 14-3-3 Bad PPI 0, Hck Nef HTS 1, L929 necroptosis -0.4, Tb hexokinase -4, Rad51 HR inh 6, PGE2 EP2 inh 1, eIF4E-4G inh 1, m-calpain inh 10 and EP2 modulator 14.
For COc1ccc(N(C)C(=O)Cc2c(C(=O)O)[nH]c3ccccc23)cc1 the results were 14-3-3 Bad PPI -18, Hck Nef HTS 20, L929 necroptosis 0.9, Tb hexokinase -2, Rad51 HR inh 5, PGE2 EP2 inh 10, eIF4E-4G inh 1, m-calpain inh -15 and EP2 modulator 18.
`Cc1cccnc1NC(=O)NC(=O)c1ccc(C(C)(C)C)s1` gave 14-3-3 Bad PPI -3, Hck Nef HTS 19, L929 necroptosis 72, Tb hexokinase -3, Rad51 HR inh -1, PGE2 EP2 inh 8, eIF4E-4G inh -10, m-calpain inh -6 and EP2 modulator -22.
For COc1ccc(-c2noc(C3CCCN(S(=O)(=O)c4cccc(Cl)c4)C3)n2)cc1OC (stereo not given) the results were Hck Nef HTS 4, L929 necroptosis 0.9, Tb hexokinase -7, Rad51 HR inh 9, PGE2 EP2 inh 9, m-calpain inh -16 and EP2 modulator -1.
For Cc1cc(C)nc(NS(=O)(=O)c2ccc(NC(=O)CN3C(=O)C4CC=CCC4C3=O)cc2)n1 (stereo not given) the results were 14-3-3 Bad PPI -20, Hck Nef HTS 13, L929 necroptosis 0.7, Tb hexokinase 0, Rad51 HR inh 10, PGE2 EP2 inh 7, eIF4E-4G inh 1, m-calpain inh -18 and EP2 modulator 37.
CCOc1ccccc1CSc1nc2ccccc2[nH]1 was read as 14-3-3 Bad PPI 8, Hck Nef HTS -1, L929 necroptosis 0.3, Tb hexokinase 3, Rad51 HR inh 3, PGE2 EP2 inh 8, eIF4E-4G inh 4, m-calpain inh 24 and EP2 modulator -7.
For CCc1c(C)sc(NC(=O)c2cc(CC(C)C)on2)c1C#N the results were 14-3-3 Bad PPI -1, Hck Nef HTS 0, L929 necroptosis 0.0, Tb hexokinase -2, Rad51 HR inh 4, PGE2 EP2 inh 16, eIF4E-4G inh 0, m-calpain inh -31 and EP2 modulator 2.
Screening CCOCCOC(=O)C1=C(C)N(C)C(=O)NC1c1ccccc1Cl (stereo not given) returned 14-3-3 Bad PPI -18, Hck Nef HTS -2, L929 necroptosis -0.5, Tb hexokinase 3, Rad51 HR inh 10, PGE2 EP2 inh 15, eIF4E-4G inh 7, m-calpain inh -32 and EP2 modulator 19.
`CC1CCCC(N2C(=O)NC(NC(=O)c3ccco3)(C(F)(F)F)C2=O)C1C` (stereo not given) gave 14-3-3 Bad PPI 6, Hck Nef HTS 0, L929 necroptosis 0.5, Tb hexokinase -3, Rad51 HR inh 7, PGE2 EP2 inh 19, eIF4E-4G inh 1, m-calpain inh -19 and EP2 modulator -24.
O=S(=O)(c1cnc[nH]1)N1CCc2ccccc21 was read as 14-3-3 Bad PPI -4, Hck Nef HTS -3, L929 necroptosis 2.4, Tb hexokinase 0, Rad51 HR inh -2, PGE2 EP2 inh 12, eIF4E-4G inh 7, m-calpain inh 2 and EP2 modulator 11.
For CCCCOC(=S)NC(=O)c1sc2ccccc2c1Cl the results were 14-3-3 Bad PPI -16, Hck Nef HTS 3, L929 necroptosis 0.4, Tb hexokinase 10, Rad51 HR inh 2, PGE2 EP2 inh 7, eIF4E-4G inh -2, m-calpain inh -27 and EP2 modulator 36.
For Cc1cc(C)n2c(SCC(=O)Nc3c(C)n(C)n(-c4ccccc4)c3=O)nnc2n1 the results were 14-3-3 Bad PPI 4, Hck Nef HTS 10, L929 necroptosis 0.0, Tb hexokinase -14, Rad51 HR inh -3, PGE2 EP2 inh -1, eIF4E-4G inh -1, m-calpain inh -56 and EP2 modulator 19.
Screening COC(=O)Cn1c(=O)n(CCc2ccccc2)c(=O)c2c3c(sc21)CCCC3 returned 14-3-3 Bad PPI -3, Hck Nef HTS 0, L929 necroptosis -0.2, Tb hexokinase -6, Rad51 HR inh -9, PGE2 EP2 inh 1, eIF4E-4G inh 2, m-calpain inh 5 and EP2 modulator 39.
`O=C(NC1CCCC1)c1ccc(COCC(F)(F)C(F)F)o1` gave 14-3-3 Bad PPI 10, Hck Nef HTS 1, L929 necroptosis 0.3, Tb hexokinase 1, Rad51 HR inh -8, PGE2 EP2 inh 7, eIF4E-4G inh 3[fluorescence artefact?], m-calpain inh 2 and EP2 modulator 6.
Screening C[C@H](NC(N)=O)C(=O)OCC(=O)NCc1cccs1 returned 14-3-3 Bad PPI 3, Hck Nef HTS 25, L929 necroptosis 0.1, Tb hexokinase 0, Rad51 HR inh -35, PGE2 EP2 inh 3, eIF4E-4G inh 1, m-calpain inh -2 and EP2 modulator -27.
Screening CC1CCC(NC(=O)C2CCN(C(=O)NC3CCCCC3)CC2)CC1 (stereo not given) returned 14-3-3 Bad PPI -5, Hck Nef HTS 2, L929 necroptosis 0.5, Tb hexokinase 5, Rad51 HR inh -8, PGE2 EP2 inh 5, eIF4E-4G inh -1, m-calpain inh -7 and EP2 modulator 11.
`O=S(=O)(Nc1cccc(-c2cn3cccnc3n2)c1)c1ccc(Cl)cc1` gave 14-3-3 Bad PPI 9, Hck Nef HTS 6, L929 necroptosis 1.0, Tb hexokinase -12, Rad51 HR inh -17, PGE2 EP2 inh 9, eIF4E-4G inh 13[fluorescence artefact?], m-calpain inh -442 and EP2 modulator -34.
CCCCCOc1ccc(C(=O)C(c2ccccc2)N2CCOCC2)cc1 (stereo not given) was read as 14-3-3 Bad PPI 50, Hck Nef HTS 17, L929 necroptosis -0.7, Tb hexokinase 0, Rad51 HR inh -3, PGE2 EP2 inh 14, eIF4E-4G inh 4, m-calpain inh 27 and EP2 modulator 30.
For Cc1c(NS(=O)(=O)c2ccc(Cl)c(C(=O)OC(C)C(=O)NCc3ccco3)c2)c(=O)n(-c2ccccc2)n1C (stereo not given) the results were 14-3-3 Bad PPI 0, Hck Nef HTS 21, L929 necroptosis 0.9, Tb hexokinase 4, Rad51 HR inh -1, PGE2 EP2 inh 4, eIF4E-4G inh 1, m-calpain inh -12 and EP2 modulator 0.
CC(=O)C1=C(O)C(=O)N(c2nnn(C)n2)C1c1cccs1 (stereo not given) was read as 14-3-3 Bad PPI 9, Hck Nef HTS 2, L929 necroptosis 0.6, Tb hexokinase -31, Rad51 HR inh 3, PGE2 EP2 inh 9, eIF4E-4G inh -1, m-calpain inh 19 and EP2 modulator 6.
`CC(=O)OC[C@]1(OC(C)=O)C[C@@]23CC[C@H]4[C@@](C)(CCC[C@@]4(C)C(=O)O)[C@@H]2CC[C@@H]1C3` gave 14-3-3 Bad PPI 7[fluorescence artefact?], Hck Nef HTS -1, L929 necroptosis 2.9, Tb hexokinase 20, Rad51 HR inh 8, PGE2 EP2 inh 6, eIF4E-4G inh -6[fluorescence artefact?], m-calpain inh -27 and EP2 modulator 12.
Screening C=CCN1C(=O)C2(C(C(=O)c3ccc(C)o3)=C(O)C(=O)N2CCCN2CCOCC2)c2ccccc21 (stereo not given) returned 14-3-3 Bad PPI 12[fluorescence artefact?], Hck Nef HTS 2, L929 necroptosis -0.1, Tb hexokinase -10, Rad51 HR inh 1, PGE2 EP2 inh 6, eIF4E-4G inh 0, m-calpain inh 13 and EP2 modulator 4.
Screening CC(=O)Nc1ccc(S(=O)(=O)NCC(=O)OCc2cc(=O)oc3ccc4ccccc4c23)cc1 returned 14-3-3 Bad PPI -6, Hck Nef HTS 0, L929 necroptosis 0.6, Tb hexokinase 30, Rad51 HR inh -5, PGE2 EP2 inh 6, eIF4E-4G inh -2, m-calpain inh -413 and EP2 modulator -45.
Screening CCCOc1ccc(/C=C/C(=O)Nc2ccc([N+](=O)[O-])cc2C)cc1 returned 14-3-3 Bad PPI 1, Hck Nef HTS 0, L929 necroptosis -0.2, Tb hexokinase -7, Rad51 HR inh -6, PGE2 EP2 inh 13, eIF4E-4G inh -5, m-calpain inh 11 and EP2 modulator 14.
Screening COc1cc(C(=O)NC2CCCCC2)ccc1OCc1ccc(Cl)cc1Cl returned 14-3-3 Bad PPI -24, Hck Nef HTS 2, L929 necroptosis 3.8, Tb hexokinase 28, Rad51 HR inh -4, PGE2 EP2 inh 13, eIF4E-4G inh 1, m-calpain inh -350 and EP2 modulator -47.
CC(C)C(=O)NC(=S)Nc1ccccc1C(F)(F)F was read as 14-3-3 Bad PPI -5, Hck Nef HTS 0, L929 necroptosis 0.1, Tb hexokinase -2, Rad51 HR inh 7, PGE2 EP2 inh 19, eIF4E-4G inh -1, m-calpain inh -10 and EP2 modulator 10.
Screening CC(C)C[C@H](N)c1nnc(SCc2ccc(Cl)cc2)o1 returned 14-3-3 Bad PPI 5, Hck Nef HTS -3, L929 necroptosis 1.6, Tb hexokinase -12, PGE2 EP2 inh 8, eIF4E-4G inh 3, m-calpain inh -116 and EP2 modulator -30.

Screens from PubChem BioAssay.
